Luc counter: blocks Kinase-Glo luciferase, a counter-screen artifact | Potency, µM (titrated, usually from 38.3 µM), inactives show at the top dose activity change, negative = inhibition, most hits filed as inhibitors | AID 1379 | Kinase-Glo luciferase, ATP luminescence, 8 min | Q27757 | 200,000 compounds, 0.28% hits; also: % is scaled to controls: 0 for no effect and ±100 for the full control effect; nearly all actives have a fitted effect of over 60% in size
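Luminescence was the read-out, taken after 8-minute incubation at ambient temperature. Luciferase turned over luciferin with 10 uM ATP in imidazole pH 7.2 buffer containing KCl, MgCl2, Tween 20 and BSA.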
L3MBTL1 block: L3MBTL1 (human) inhibition | Q9Y468 | AlphaScreen L3MBTL1–H3K9me1 peptide binding | Potency, µM (titrated, usually from 57.1 µM), inactives show top-dose activity, negative = inhibition, actives largely listed as inhibitors | 230,000 compounds, 0.66% hits | AID 485360; also: % is scaled to controls: 0 for no effect and ±100 for the full control effect; nearly all actives have a fitted effect of over 60% in size
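AlphaScreen assay: L3MBTL1 (50 nM final) was preincubated 30 min at room temperature with biotinylated H3(1-15)K9me1 peptide (75 nM final), then 30 min with library compounds; streptavidin donor and nickel chelate acceptor beads (10 ug/mL final) added, 30 min dark.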
RECQ1 inh: blocks DNA unwinding by human RECQ1 | P46063 | RECQ1 DNA unwinding, red fluorescence kinetic read | Potency, µM (top dose mostly 57.3 µM), inactives show at the highest dose activity, negative = inhibition, hits mostly inhibitors | 240,000 compounds, 0.54% hits | AID 2549;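 also: plate controls were vehicle for no effect and no enzyme for full effect; nearly all actives have a fitted effect of over 30% in size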
Target sequence (P46063 whole entry, looked up): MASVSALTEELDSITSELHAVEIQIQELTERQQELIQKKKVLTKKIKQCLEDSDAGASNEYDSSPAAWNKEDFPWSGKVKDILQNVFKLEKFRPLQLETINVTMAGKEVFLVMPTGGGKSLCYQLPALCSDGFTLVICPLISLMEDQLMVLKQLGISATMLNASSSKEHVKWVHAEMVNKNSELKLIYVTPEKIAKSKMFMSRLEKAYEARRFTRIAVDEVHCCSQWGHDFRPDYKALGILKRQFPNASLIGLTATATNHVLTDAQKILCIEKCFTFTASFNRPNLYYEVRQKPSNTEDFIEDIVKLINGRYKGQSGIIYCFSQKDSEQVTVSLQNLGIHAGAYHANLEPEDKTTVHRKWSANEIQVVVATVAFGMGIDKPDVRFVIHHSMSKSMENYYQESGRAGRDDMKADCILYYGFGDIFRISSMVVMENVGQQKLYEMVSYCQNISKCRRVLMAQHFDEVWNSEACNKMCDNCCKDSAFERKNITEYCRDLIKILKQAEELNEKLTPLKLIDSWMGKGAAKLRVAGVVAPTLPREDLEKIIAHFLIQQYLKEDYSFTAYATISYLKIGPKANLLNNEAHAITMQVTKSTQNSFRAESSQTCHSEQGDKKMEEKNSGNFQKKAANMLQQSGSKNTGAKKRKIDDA
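50 nM RECQ1T1 preincubated 15 min with compound in Tris pH 8.0 buffer with MgCl2, DTT, Tween-20 and 2.5 ug/ml poly(dI-dC); started with 200 nM TAMRA/BHQ-2 forked duplex and 2 mM ATP. Unwinding read as fluorescence (525/598 nm), two reads 2 h apart.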
Tau fibril ThT: tau fibrillization inhibition (ThT binding) | Potency, µM (titrated, usually from 57.4 µM), for the others: at the top dose activity, negative = inhibition, most hits filed as inhibitors | recombinant tau K18 P301L (four-repeat tau fragment), heparin-induced fibrillization, ThT fluorescence | 270,000 compounds, 2.1% hits; also: % is scaled to controls: 0 for no effect and ±100 for the full control effect; nearly all actives have a fitted effect of over 55% in size
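Heparin-induced (20 uM) aggregation of recombinant human K18 P301L tau, 15 uM unlabeled with 0.24 uM labeled, pH 7 acetate buffer, 6 hr at 37 C with compound. Fibrils quantified by 30 uM ThT fluorescence after 1 hr ambient incubation.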
ALDH1A1 block: inhibitors of human aldehyde dehydrogenase 1A1; Purified ALDH1A1, NADH fluorescence, propionaldehyde substrate; Potency, µM (doses to about 75.3 µM), for the others: at the highest dose activity, negative = inhibition, most hits filed as inhibitors; 220,000 compounds, 7.3% hits; active = well fitted inhibition curve with a large enough effect, not every such curve was filed as active; inconclusive = small, poorly fitted or top-dose-only effect, or another doubt; inactive = no such curve, though single readings can be large or run the other way;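 also: plate controls were no enzyme wells and a reference inhibitor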
SMN2 splice up: SMN2 splice variant enhancement; AID 1458; 210,000 compounds, 2.8% hits; HEK293 SMN2-luciferase splicing reporter, luminescence, 30-36 h; Potency, µM (top dose mostly 46.1 µM), for inactives: at the highest dose activity change, positive = activation, most hits filed as activators; also: % of control where 0% means no effect; nearly all actives have a fitted effect of over 55% in size
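HEK293 cells carry an SMN2 […]–luciferase reporter in which exon 7 inclusion puts luciferase in frame. Cells were plated 10-12 h before compound addition, then incubated 30-36 h at 37C. ONE-Glo luminescence was read; sodium butyrate at 4.5 mM final served as control.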
LMNA splice mod: LMNA splicing modulation; Potency, µM (titrated, usually from 46.1 µM), without a hit: at the top dose ratio change, negative = inhibition, usual class: inhibitors; AID 1487; HeLa LMNA splicing GFP/RFP minigene ratio, 48 h; 200,000 compounds, 0.01% hits; active = well fitted inhibition curve with a large enough effect in the signal ratio, with a control signal flat, not every such curve was filed as active; inconclusive = small, poorly fitted or top-dose-only effect, or effect the other way, or a change in a side signal; the % refers to the signal ratio; also: % is scaled to controls: 0 for no effect and ±100 for the full control effect
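S3 HeLa stable clones carrying a lamin A-EGFP splicing minigene plus DsRed2 were seeded at 600 cells/well in Opti-MEM with 2% FBS, pin-dosed and incubated 48 h at 37°C. Acumen cytometry (488 nm) gave the GFP/RFP total-intensity ratio.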
KDM4E inh: inhibitors of human JMJD2E histone demethylase; B2RXH2; JMJD2E catalytic domain, FDH-coupled NADH fluorescence (FDH is formaldehyde dehydrogenase); Potency, µM (highest dose often 57.1 µM), for the others: at the highest dose activity change, negative = inhibition, hits mostly inhibitors; 230,000 compounds, 1.6% hits; AID 2147; active = well fitted inhibition curve with a large enough effect, not every such curve was filed as active; inconclusive = small, poorly fitted or top-dose-only effect, or another doubt; inactive = no such curve, though single readings can be large or run the other way;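 also: 0% = wells with enzyme and -100% = buffer wells without enzyme; nearly all actives have a fitted effect of over 50% in size; many of its hits are not listed in these tables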
Target sequence (B2RXH2 1-337 limits assumed): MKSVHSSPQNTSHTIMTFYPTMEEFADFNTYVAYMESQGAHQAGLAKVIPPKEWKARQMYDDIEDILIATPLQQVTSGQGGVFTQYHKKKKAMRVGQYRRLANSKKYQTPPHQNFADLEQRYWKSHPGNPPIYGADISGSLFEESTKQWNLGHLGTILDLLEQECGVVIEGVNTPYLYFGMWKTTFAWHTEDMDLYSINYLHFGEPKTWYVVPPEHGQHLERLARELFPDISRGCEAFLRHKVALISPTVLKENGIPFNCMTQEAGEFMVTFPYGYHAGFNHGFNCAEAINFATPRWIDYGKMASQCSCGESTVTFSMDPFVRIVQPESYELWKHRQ
Numbers without * were called inactive; i = inactive; ? = inconclusive; · = not tested or not shown; [ ] = another dose, or the depositor's remark. Unless noted, calls follow the shape of the dose curve; as a rule, active = well fitted curve in the direction sought with a large enough effect; inconclusive = small, poorly fitted or top-dose-only effect, or another doubt; inactive = no such curve, though single readings can be large; an effect the other way counts as inactive or inconclusive. Potency is read from the fitted curve at half-maximal effect.

SMILES	Luc counter	L3MBTL1 block	RECQ1 inh	Tau fibril ThT	ALDH1A1 block	SMN2 splice up	LMNA splice mod	KDM4E inh
CCOc1cc(C2c3c(-c4ccccc4)n[nH]c3C(=O)N2c2ccc(C(=O)O)cc2)ccc1O (stereo unspecified)	1%	·	-6%	?	5%	-10%	13%[46 µM]	4%
COn1c(SC(C)C)nc2ccccc2c1=O	-1%	-3%	1%	-3%	3%	-3%	5%	9%
Cn1nnc2cc(C(=O)N3CCSCC3)ccc21	0%	2%	-3%	-11%	6%	23%	7%	6%
O=C(O)CN(Cc1ccco1)S(=O)(=O)c1ccc(F)cc1	11%	5%	-11%	3%	4%	2%	10%	1%
CC(=O)NC(Cc1ccccc1)C(=O)OCC(=O)c1ccc(Br)cc1 (stereo unspecified)	-3%	?	-2%	-2%	1%	17%	?	2%
O=C(NCc1ccco1)C1CCCN(S(=O)(=O)c2ccc(Br)cc2)C1 (stereo unspecified)	0%	6%	-3%	-11%	?	·	5%[46 µM]	8%
CCCc1ncc(C(O)c2cccc(OC)c2OC)n1C (stereo unspecified)	-7%	-1%	-3%	6%	12%	-11%	-9%	7%
CC(c1ccccc1)n1c(SCC(=O)N2CC(=O)Nc3ccccc32)nc2ccccc2c1=O (stereo unspecified)	1%	-12%	-13%	4%	-4%	3%	?	2%
CCOC(=O)N/N=C\c1ccc([N+](=O)[O-])o1	1%	1%	-11%	-1%	0%	21%	16%	-1%
c1ccc(OCCOc2ccccc2-c2nnco2)cc1	-5%	0%	-3%	-2%	-9%	4%	2%	-2%
COc1ccc(C(=O)N2CCN(Cc3ccccc3C)CC2)cc1OC	6%	·	-3%	-2%	?	?	-12%	?
CCOc1ccc(CCNC(=O)c2cc3sccc3n2C)cc1OCC	4%	-10%	-1%	?	?	-38%[inhibitor]	?	6%
COC(=O)c1ccc(CSc2cc(C)c3ccccc3n2)o1	1%	61%[activator]	-13%	-15%	-3%	10%	5%[9.22 µM]	-29%
Cc1c(C(=O)N/N=C/c2ccccc2)[nH]c2ccc(Cl)cc12	1%	11%	-2%	?	-6%	?	?	2%
Cc1nc2ccccc2nc1CSc1nnc(N)s1	-2%	·	-5%	-16%	2%	-1%	-8%	4%
Nc1nonc1-n1nnc(C(=O)N/N=C/C2CC=CCC2)c1CSc1ccccc1 (stereo unspecified)	·	-2%	1%	-2%	·	·	·	1%
COc1ccc(NCC(=O)N/N=C/c2cc([N+](=O)[O-])ccc2N2CCCC2)cc1	0%	-10%	-4%	11µM*	-14%	-7%	·	-21%
CC(C)COC(=O)c1ccccc1N1C(=O)C2C3CCC(C3)C2C1=O (stereo unspecified)	-3%	6%	1%	5%	16%	-9%	0%	1%
Cn1c(=O)c2c(ncn2CC(=O)OCC(=O)Nc2ccc(Cl)cc2)n(C)c1=O	3%	3%	-2%	12%	7%	7%	4%	-7%
O=C(CCC(=O)N(c1ccccc1)C(C(=O)NC1CCCC1)c1ccncc1)Nc1cccnc1 (stereo unspecified)	-3%	-2%	i	-3%	8%	-6%	8%	?
CC(C)(C)c1ccc(NC(=O)N2CCCN(c3ccc([N+](=O)[O-])cn3)CC2)cc1	·	-23%	-14%	0%	16µM*	·	?	-13%
CCOc1cc(/C=C2/SC(=S)NC2=O)ccc1OC(=O)c1ccco1	-1%	-25%	i	13µM*	8.9µM*	-4%	-14%[46 µM]	-5%
O=C(c1cccc(F)c1)N1CCC2(CCCN(c3ccncc3)C2)CC1	2%	·	-9%	·	-5%	-14%	·	·
Clc1ccc(Sc2cnc3ccccc3n2)cc1	-2%	·	-5%	-15%	-4%	-6%	17%	-1%
Cc1ccc(C(=O)Nc2cc(Cl)ccc2N2CCCCC2)s1	-1%	·	-9%	-21%	?	-28%	0%	?

For convenience, 4 of the compounds above.
SMILES	Luc counter	L3MBTL1 block	RECQ1 inh	Tau fibril ThT	ALDH1A1 block	SMN2 splice up	LMNA splice mod	KDM4E inh
CCOc1ccc(CCNC(=O)c2cc3sccc3n2C)cc1OCC	4%	-10%	-1%	?	?	-38%[inhibitor]	?	6%
COC(=O)c1ccc(CSc2cc(C)c3ccccc3n2)o1	1%	61%[activator]	-13%	-15%	-3%	10%	5%[9.22 µM]	-29%
Cc1c(C(=O)N/N=C/c2ccccc2)[nH]c2ccc(Cl)cc12	1%	11%	-2%	?	-6%	?	?	2%
Cc1nc2ccccc2nc1CSc1nnc(N)s1	-2%	·	-5%	-16%	2%	-1%	-8%	4%

The listing picks up; the 6 compounds before the break are reprinted first.
SMILES	Luc counter	L3MBTL1 block	RECQ1 inh	Tau fibril ThT	ALDH1A1 block	SMN2 splice up	LMNA splice mod	KDM4E inh
O=C(CCC(=O)N(c1ccccc1)C(C(=O)NC1CCCC1)c1ccncc1)Nc1cccnc1 (stereo unspecified)	-3%	-2%	i	-3%	8%	-6%	8%	?
CC(C)(C)c1ccc(NC(=O)N2CCCN(c3ccc([N+](=O)[O-])cn3)CC2)cc1	·	-23%	-14%	0%	16µM*	·	?	-13%
CCOc1cc(/C=C2/SC(=S)NC2=O)ccc1OC(=O)c1ccco1	-1%	-25%	i	13µM*	8.9µM*	-4%	-14%[46 µM]	-5%
O=C(c1cccc(F)c1)N1CCC2(CCCN(c3ccncc3)C2)CC1	2%	·	-9%	·	-5%	-14%	·	·
Clc1ccc(Sc2cnc3ccccc3n2)cc1	-2%	·	-5%	-15%	-4%	-6%	17%	-1%
Cc1ccc(C(=O)Nc2cc(Cl)ccc2N2CCCCC2)s1	-1%	·	-9%	-21%	?	-28%	0%	?
COc1ccc(CCNC2=C(Cl)C(=O)N(CCc3ccccc3)C2=O)cc1OC	-3%	·	i	?	?	-34%[inhibitor]	-13%	-3%
O=C(CN1C(=O)c2cccc3cccc1c23)Nc1ccc(S(=O)(=O)Nc2nccs2)cc1	1%	·	10%	-16%	?	26%	-2%	?
O=C(Nc1ccccc1)c1ccc(COc2ccccc2)cc1	-10%	7%	i	-1%	0%	9%	?	-22%
COc1ccc(C(C)=O)cc1CSCCC#N	-2%	·	-12%	-9%	-2%	-20%	2%	5%
O=C(OCc1csc(Nc2ccccc2)n1)c1ccc(Cl)cc1	1%	0%	-12%	?	4%	9%	0%	0%
COc1ccc(OCC(=O)Nc2ccc(S(=O)(=O)Nc3nc(C)cc(C)n3)cc2)cc1	-3%	0%	i	0%	0%	3%	?	-8%
CCNc1nc(Cl)nc(NNC(=O)C(C)Oc2ccccc2)n1 (stereo unspecified)	0%	-1%	-12%	-5%	0%	-8%	-4%	11%
CC(Sc1nc2ccccc2s1)C(=O)c1c(N)n(C)c(=O)n(C)c1=O (stereo unspecified)	3%	1%	i	-4%	?	-24%	?	0%
Cc1csc(NC(=O)CSc2nncn2C)n1	6%	4%	-2%	3%	6%	·	-2%	-1%
CC(C)(C)NC(=O)COC(=O)c1ccc(Cl)c(S(N)(=O)=O)c1	1%	-1%	i	5%	-1%	5%	0%[46 µM]	5%
CCCCn1c(=NC(=O)c2cccnc2)c(C#N)cc2c(=O)n3cccc(C)c3nc21	1%	·	-5%	-7%	?	-18%	-3%	?
C[C@H]1C(c2ccccc2)=NN(c2ccccc2)[C@@H]1CO	2%[39.9 µM]	·	-2%[81.1 µM]	?	?	·	·	·
S=C(c1ccc[nH]1)N1CCOCC1	4%	29%	i	2%	-3%	8%	-1%	-5%
Cc1ccc2c(CN3CCN(CCO)CC3)cc(=O)oc2c1	-5%	-3%	-4%	-15%	-7%	7%	-4%	-11%
O=C1C(c2cc(=O)c3ccccc3[nH]2)=C(O)c2ccccc21	-19%	-7%	-11%	4.5µM*	-7%	1µM*	?	3%
Cc1ccc(N(CC(=O)Nc2ccccc2-c2ccccc2)S(=O)(=O)c2ccccc2)cc1	-3%	0%	-9%	-9%	-9%	-53%[inhibitor]	20%	-9%
CC(C)CCNC(=O)c1sc2ccc(S(=O)(=O)N3CCCCC3)cc2c1N	-2%	-5%	-1%	-3%	6%	-65%[inhibitor]	-8%	2%
C=CCN1C(=O)SC(Cc2cccc(OC)c2O)C1=O (stereo unspecified)	-4%	-2%	7%	-3%	?	5%	·	5%
CCC(C)NC(=O)c1ccccc1NC(=O)c1ccccc1N(C)S(C)(=O)=O (stereo unspecified)	-2%	1%	i	-6%	4%	-1%	-8%	12%
CCc1ccc2oc(C(=O)NCc3ccc(S(N)(=O)=O)cc3)c(C)c2c1	3%	?	i	6%	11%	-7%	?	?
Oc1ccccc1/C=N/Nc1ccccc1	-8%	-10%	-19%	?	?	-4%	16%	-12%
NC(=S)Cc1ccc(Cl)cc1Cl	·	-3%	0%	7%	·	·	·	0%
CC(C)C(NC(=O)CN1C(=O)c2ccccc2S1(=O)=O)C(C)C	2%	·	-3%	5%	-4%	-2%	-1%	-1%
COC(=O)C(C)c1ccc(C(=O)c2cccs2)cc1 (stereo unspecified)	-1%	·	16%	-10%	-2%	1%	·	-1%
CC1Cc2ccccc2N1C(=O)CN1CCC(n2nnc3cc(C(F)(F)F)ccc32)CC1 (stereo unspecified)	6%	·	6%	-3%	11µM*	-102%[inhibitor]	?	-9%
c1ccc(-c2nc(NC3CC3)nc(-n3ccnc3)n2)cc1	-3%	-8%	0%	-15%	7%	?	11%	6%
O=S(=O)(NCC(c1cccnc1)N1CCN(c2ccccc2)CC1)c1cccs1 (stereo unspecified)	-3%	·	0%	-13%	2.5µM*	-3%	8%	-22%
N#Cc1c[nH]n2c(=O)cc(Cc3ccccc3)nc12	6%	4%	2%	?	-6%	-6%	-9%	?
Cc1[nH]n2c(=O)c3c(nc2c1-c1ccc(Cl)cc1)CCC3	3%	·	i	-7%	15%	·	-9%	7%

Only part of the results is shown; count on the stated rates, not on these rows.
